From PubChem BioAssay
NCI-60 one-dose screen, 48 h, at 10 µM unless noted. Numbers give growth in % (100 = growth as untreated, 0 = no growth, -100 = all killed).
HCT-15: HCT-15 colon cancer; hit rate 5.2% among 82,000; AID 1794746
COLO 205: COLO 205 colon cancer | hit rate 7.3% among 79,000
NCI-H322M: NCI-H322M lung cancer | hit rate 2.7% among 80,000
NCI-H460: NCI-H460 lung cancer; hit rate 6.8% among 82,000; AID 1794736
NCI-H522: NCI-H522 lung cancer | hit rate 8% among 78,000 | AID 1794739
NCI-H23: NCI-H23 lung cancer. hit rate 4% among 80,000. AID 1794731
NCI-H226: NCI-H226 lung cancer; hit rate 3.5% among 79,000
HT29: HT29 colon cancer | AID 1794748 | hit rate 7.4% among 81,000
SW-620: SW-620 colon cancer; hit rate 5.2% among 82,000
The depositor's hits bear a star; . = no result given; & = joins results of further samples; ! = not confirmed by another sample. Rule for the calls: active = growth percent below 10; inactive = the rest.

Structure,HCT-15,COLO 205,NCI-H322M,NCI-H460,NCI-H522,NCI-H23,NCI-H226,HT29,SW-620
O=C(Cn1ccnc1)Nc1ccc(-c2nc3ccccc3s2)cc1,87,81,98,80,75,57,67,93,100
Cc1ccccc1NCc1ccccc1,100,105,107,103,104,107,97,110,101
CC(C)(C)CC(C)(C)N1CN(C(C)(C)CC(C)(C)C)CP(c2ccccc2)C1,100,103,95,100,98,90,99,105,89
CCOC(=O)c1ccc2c(c1)nc(-c1ccc(OC)cc1)n2C1CCCCC1,96,100,97,104,80,82,112,85,106
CCOC(=O)c1ccc(/C=C/c2ccccc2)cc1,97,.,85,99,84,95,113,83,93
Brc1ccc(-c2nc3ccccc3s2)cc1,92,106,93,97,94,92,76,107,94
CC(=O)c1cccc(Nc2ncnc3c2cnn3-c2ccccc2)c1,92,104,97,103,65,94,85,82,94
Cc1ccc(-c2nn(-c3ccccc3)cc2/C=C/C(=O)c2cc3ccccc3oc2=O)cc1,87,112,94,79,88,92,96,104,89
NNC(=S)Nc1ccc(S(=O)(=O)Nc2ccc(Cl)nn2)cc1,108,.,95,105,98,99,.,103,104
CCOC(=O)Cc1csc(NCc2ccccc2)n1,103,104,103,98,97,103,100,97,91
NN=C(c1ccc(Cl)cc1)c1ccc(Cl)cc1,90,110,123,111,106,94,108,97,101
O=C(Nc1ccc(Cl)c(Cl)c1)Nc1nnc2ccc(N3CCOCC3)nn12,82,99,110,93,76,93,78,107,94
COc1ccc(N=C2c3ccccc3-c3ccc([N+](=O)[O-])cc32)cc1,71,.,92,89,74,86,93,90,93
CC1=CC(C)(C)NC(=S)N1c1ccccc1,103,115,114,108,87,106,101,103,106
COc1ccc(/C(=C/c2cc(OC)c(OC)c(OC)c2)c2nn[nH]n2)cc1OC,99,109,104,106,90,97,93,106,101
CCNCc1c(-c2cccc(OC(F)(F)F)c2)[nH]c2ccc(N3CCCC3)cc2c1=O,9.2*,18,30,8.9*,33,25,37,7.0*,17
S=C(Cc1ccc2c(c1)CCCC2)N1CCOCC1,101,106,95,107,81,98,110,88,114
N#CSCc1c(Cl)c(Cl)c(CSC#N)c(Cl)c1Cl,107,108,98,98,131,99,101,121,92
CO[C@H](C(=O)NC1C(O)OC(CO)C(O)C1O)[C@@H]1Cc2cc3cc(OC4CC(OC5CC(O)C(O)C(C)O5)C(O)C(C)O4)c(C)c(O)c3c(O)c2C(=O)[C@H]1OC1CC(OC2CC(OC3CC(C)(O)C(O)C(C)O3)C(O)C(C)O2)C(O)C(C)O1 (stereo partly specified),102,100,98,89,88,97,91,104,99
Cc1cc(CO)cc(C)c1O,106,105,107,108,87,105,100,95,102
O=C(O)c1cc([N+](=O)[O-])ccc1Br,98,115,94,105,97,105,98,103,104
COCOc1ccc2c(=O)c(C)c(C(=O)N[C@@H](Cc3ccccc3)C(=O)C(=O)NCc3ccccc3)oc2c1,98,116,100,108,84,106,106,113,111
O=S(=O)(CS(=O)(=O)c1ccccc1Br)c1ccccc1Br,111,116,113,104,104,94,92,98,97
O=C1C=C/C(=C(\c2ccc(O)c(S(=O)(=O)O)c2)c2ccccc2C(=O)O)C=C1S(=O)(=O)O,101,124,115,112,.,89,97,117,117
Cc1ccc2c(N)c(C(=O)Nc3ccc(-c4ccccc4)cc3)sc2n1,59,91,74,73,54,42,45,84,.
NC(=O)c1ccc2c(c1)CN(c1ncc(Cc3ccc(-n4cccn4)cc3)s1)CC2,71,.,90,79,44,57,52,75,97
C1CC2CC1CC2CNCC1CC2CCC1C2 (stereo unspecified),123,120,105,113,94,103,128,109,.
CCN(CC)c1ccc(N=Nc2cc(Cl)ccc2Cl)c(NC(=O)CCC(=O)O)c1,89,106,111,108,106,101,98,111,105
Cc1c(-c2nnc(SCC(C)C)o2)sc2nc3ccccc3n12,102,130,102,102,96,109,105,105,109
Cc1c(C(N)=O)sc2nc(SCc3nnco3)n(Cc3ccccc3)c(=O)c12,96,98,86,104,90,93,105,113,107
COc1ccc(/C=C2/SC(N3CCN(c4cccc(Cl)c4)CC3)=NC2=O)cc1OC,96,108,94,102,92,100,101,102,101
CCCCc1ccc(NC(=O)Nc2sc3c(c2C#N)CCCC3)cc1,83,.,78,85,80,100,81,84,96
CC(=O)Nc1c(C#N)cnc2ccc3oc(=O)ccc3c12,102,128,103,107,87,92,101,100,105
O=C(NC(Cc1cc(=O)[nH]c2ccccc12)C(=O)O)c1ccc(Cl)cc1 (stereo unspecified),99,100,116,115,113,101,99,106,109
CCc1cc2c(c3c1C(=O)CC3)C(C)(C)CCC2,95,104,107,104,86,92,74,95,107
COc1cc(OC)c2sc(-c3ccc(-n4cncc4-c4cc(OC)c(OC)c(OC)c4)cc3)nc2c1,41,45,87,46,43,55,53,44,57
COc1ccc(C2OCC3(C)C(CCC4(C)C5CC(C6=CCOC6=O)OC5(C)CCC34)O2)cc1 (stereo unspecified),98,107,95,110,94,94,.,95,101
Cn1c(=O)c2c(c3ccccc31)Oc1ncn3nc(-c4ccco4)nc3c1C2c1ccc(Cl)cc1 (stereo unspecified),100,111,102,101,92,102,96,99,100
Nc1nnc(-c2ccc(OCc3nnc(-c4ccc(Cl)cc4)o3)cc2)s1,95,100,126,103,92,83,.,107,95
COc1ccc(Nc2c3ccccc3nc3ccccc23)cc1,25,20,43,9.4*,.,36,7.0*,8.5*,24
O=C1c2c(c3c4cccnc4[nH]c3c3ccc4ccccc4c23)C(=O)N1O,69,58,78,32,20,35,72,28,21
OCC[C@@H]1C[C@@H]1c1cc2ccccc2s1,98,105,99,105,91,100,99,99,105
COC(=O)C(C)N (stereo unspecified),111,106,106,105,97,103,115,106,103
CC(C)(C)c1cc(O)cc(C(=O)O)c1O,105,116,100,112,78,100,103,90,108
CC(=O)c1c(F)ccc2ccccc12,95,108,95,112,.,108,100,99,109
OC1CCC(CC2CCCCC2)CC1 (stereo unspecified),97,107,94,113,95,103,102,105,109
CN1CCN(c2ccc(Nc3c4ccccc4nc4ccccc34)cc2)CC1,99,114,120,104,100,105,107,103,106
N/C(=N\C(N)=N\c1nc2ccccc2s1)c1cccc([N+](=O)[O-])c1,39,109,89,92,64,74,82,107,74
c1ccc(CSc2nnc(-c3ccc4nc(-c5ccccc5)[nH]c4c3)o2)cc1,13,78,36,-41*,34,68,-40*,43,10
O=c1ccc(-c2nc(N3CCOCC3)c3ccccc3n2)c[nH]1,99,106,92,103,99,94,92,101,107
C=CCOCCN(C)C,103,115,105,99,92,100,110,97,102
C[C@@H](C[C@H](CCO)c1ccc2c(c1)OCCO2)c1ccc2ccccc2c1,94,104,82,101,73,94,97,90,102
c1ccc(CC(NCCNC(Cc2ccccc2)c2ccccc2)c2ccccc2)cc1 (stereo unspecified),15,-59*,66,-14*,-41*,25,38,-28*,5.8*
Oc1ccc(Cl)cc1Cc1cc(Cl)ccc1O,14,110,80,12,5.5*,-13*,97,86,27
O=C(COc1ccccc1)Nc1ccccc1,99,97,100,116,102,101,100,101,107
Clc1ccc(-c2cc(-c3ccccc3)nc(Nc3nc4ccccc4[nH]3)n2)cc1,113,103,126,114,88,101,103,90,106
O=C1c2ccccc2C(=O)c2c(NCCNCCO)ccc(NCCNCCO)c21,73&75&70,-51*!,-5.1*!,5.1*,-56*,-71*!,-27*,3.0*!,22&27&12
CCCCCCc1cc(O)cc(O)c1,79,101,89,94,71,84,95,101,86
Cn1c(C#N)ccc1-c1cccc(NC(=O)c2ccc(F)cc2)c1,91,104,93,87,77,93,102,85,91
CC(=O)N1N=C(c2ccc(Cl)cc2)CC1c1ccc2c(c1)OCO2 (stereo unspecified),77,107,93,81,.,69,74,87,102

(further entries)
Structure,HCT-15,COLO 205,NCI-H322M,NCI-H460,NCI-H522,NCI-H23,NCI-H226,HT29,SW-620
C[C@H](c1nc2ccccc2s1)[C@H]1CC[C@H]2[C@@H]3CCC4=CC(=O)CC[C@]4(C)[C@H]3CC[C@]12C,99,104,95,98,82,95,76,94,95
CC(=O)O[C@]1(C(C)=O)CC[C@H]2[C@@H]3C[C@H](Cl)C4=CC(=O)CC[C@]4(C)[C@H]3CC[C@@]21C,92,123,107,94,64,95,80,99,102
CSC1=NC=C(C#N)C2=NC(c3cccs3)NN12 (stereo unspecified),99,105,109,101,69,99,88,97,106
O=C(c1ccccc1)c1c(/C=C/c2ccc(Cl)cc2)nc2ccccc2c1/C=C/c1ccc(Br)cc1,104,110,92,106,94,91,89,102,101
CC(/C=N/N=C(N)N)=N\NC(N)=S,75,63,31,80,63,65,89,63,75
CC(C)c1ccc(Cc2cnc(NC(=O)c3cc(Br)cs3)s2)cc1,22,15,46,14,-1.2*,48,24,7.4*,28
COc1ccc(C2(O)OCC(COc3cc(C)c(Cl)c(C)c3)O2)cc1OC (stereo unspecified),97,125,103,100,104,99,94,109,100
CSc1cc(=O)[nH]c(N)n1,98,.,100,115,94,99,99,103,112
Cc1[nH]c(C2CC(c3ccccc3)=NN2C)c(C)c1C(=O)O (stereo unspecified),103,112,104,103,98,98,87,110,98
CN(C)c1ccc2c(=O)cc[nH]c2c1,100,110,96,109,84,107,96,96,104
Cn1c2cc3c(oc-2nc1=N)-c1ccccc1OC3O (stereo unspecified),96,87,103,99,94,108,97,103,103
Cc1ccccc1C(O)(c1ccccc1)c1ccccc1C,84,126,128,107,90,92,110,96,111
CCN=NNc1ccc(C)cc1,102,103,74,109,77,91,97,92,115
COc1nc2c(c(=O)n1C)CN(Cc1ccccc1)C=N2,105,107,128,116,95,103,109,109,100
Cn1cc(-c2nnc(N)nc2-c2c[nH]c3ccc(F)cc23)c2cc(F)ccc21,62,84,74,31,58,83,92,74,60

Entries shown so far that have an aryl methoxy group, in the order listed:
Structure,HCT-15,COLO 205,NCI-H322M,NCI-H460,NCI-H522,NCI-H23,NCI-H226,HT29,SW-620
CCOC(=O)c1ccc2c(c1)nc(-c1ccc(OC)cc1)n2C1CCCCC1,96,100,97,104,80,82,112,85,106
COc1ccc(N=C2c3ccccc3-c3ccc([N+](=O)[O-])cc32)cc1,71,.,92,89,74,86,93,90,93
COc1ccc(/C(=C/c2cc(OC)c(OC)c(OC)c2)c2nn[nH]n2)cc1OC,99,109,104,106,90,97,93,106,101
COc1ccc(/C=C2/SC(N3CCN(c4cccc(Cl)c4)CC3)=NC2=O)cc1OC,96,108,94,102,92,100,101,102,101
COc1cc(OC)c2sc(-c3ccc(-n4cncc4-c4cc(OC)c(OC)c(OC)c4)cc3)nc2c1,41,45,87,46,43,55,53,44,57
COc1ccc(C2OCC3(C)C(CCC4(C)C5CC(C6=CCOC6=O)OC5(C)CCC34)O2)cc1 (stereo unspecified),98,107,95,110,94,94,.,95,101
COc1ccc(Nc2c3ccccc3nc3ccccc23)cc1,25,20,43,9.4*,.,36,7.0*,8.5*,24
COc1ccc(C2(O)OCC(COc3cc(C)c(Cl)c(C)c3)O2)cc1OC (stereo unspecified),97,125,103,100,104,99,94,109,100
COc1nc2c(c(=O)n1C)CN(Cc1ccccc1)C=N2,105,107,128,116,95,103,109,109,100
